# Growth percent in the NCI-60 one-dose screen (48 h, 10 µM unless noted): 100 = growth as untreated, 0 = no growth, -100 = all killed.
# SN12C = SN12C renal cancer cells; actives 3.8% (n = 81,000); AID 1794767
# 786-0 = 786-0 renal cancer cells. actives 5.1% (n = 81,000)
# U251 = U251 CNS tumor cells; actives 5.4% (n = 80,000); AID 1794753
# SF-539 = SF-539 CNS cancer; actives 6.8% (n = 81,000)
# PC-3 = PC-3 prostate cancer cells | AID 1794754 | actives 3.9% (n = 80,000)
# DU-145 = DU-145 prostate cancer | actives 4.2% (n = 81,000) | AID 1794760
# SF-268 = SF-268 CNS cancer cells | actives 3.1% (n = 82,000) | AID 1794759
# UO-31 = UO-31 renal cancer; actives 5.2% (n = 81,000); AID 1794768
# SF-295 = SF-295 CNS cancer cells. actives 5.6% (n = 79,000). AID 1794758
# Active calls of the source: *; · = no result given; & = joins results of further samples. The calls were made as follows: active = growth percent below 10; inactive = the rest. This is a subset. The share of hits here may be higher or lower than overall.
SMILES,SN12C,786-0,U251,SF-539,PC-3,DU-145,SF-268,UO-31,SF-295
c1ccc2c(CN3CC3)c[nH]c2c1,103.9,107.1,99.2,103.3,102.5,97.1,96.7,102.6,105.1
C1CN1c1nc(N2CC2)nc(N2CC2)n1,51.7,9.8*,7.3*,-7.2*,45.2,-1.2*,30.4,1.9*,14.2
CC[C@H](C)[C@H](NC(=O)C12CC(NC(C)=O)(C1)C2)C(=O)N(C)[C@H](C[C@@H](OC(C)=O)c1nc(C(=O)N[C@@H](Cc2ccccc2)C[C@H](C)C(=O)OC)cs1)C(C)C,30.9,16.0,11.6,1.6*,15.4,0.4*,27.2,59.0,18.7
Nc1ccc(N=Nc2ccccc2)cc1,88.9,83.6,93.0,95.8,94.5,92.5,80.3,63.0,96.8
COc1ccc2cc([C@H](C)C(=O)[Se]CCC#N)ccc2c1,-16.8*,-83.9*,-95.3*,-67.3*,-10.1*,-76.4*,-45.8*,-71.2*,-70.3*
COc1cc2ncnc(Nc3ccc(F)c(Cl)c3)c2cc1OCC(=O)N1CCN(C)CC1,76.9,70.9,101.4,98.2,86.0,62.6,73.6,55.9,92.8
Fc1ccc(N2COOC3(CCCCC3)OOC2)cc1,109.0,103.4,104.5,96.7,103.6,100.4,97.1,95.1,99.0
Cc1ccccc1-c1nc2c(s1)C1=CC[C@@H]3[C@H](CC[C@]4(C)C(=O)CC[C@@H]34)[C@@]1(C)CC2,94.1,99.1,100.8,94.4,94.4,103.6,101.2,96.4,97.2
CC(=O)c1ccc2c(c1)OCO2,98.0,99.7,94.6,92.1,98.0,110.7,95.5,92.2,114.9
CCC1(NS(=O)(=O)c2ccc(N)cc2)C(=O)N(C)C(=O)N(C)C1=O,99.2,95.6,102.4,115.5,110.1,118.9,114.6,80.2,101.7
OCCN=Cc1c[nH]c2ccccc12,93.3,95.7,103.0,99.4,90.5,114.1,106.7,75.7,89.9
O=C(O)C(=O)CBr,101.0,101.4,94.5,103.3,98.5,104.0,102.5,107.7,104.9
CC1(C)N=C(N)N=C(N)N1c1ccc(OCCCCNC(=O)c2ccc(S(=O)(=O)F)cc2)c(Cl)c1,44.7,40.9,57.2,64.9,23.4,55.0,40.7,77.0,·
CCCCCCCCCCOc1ccc(C(=O)Oc2ccc(CSP3(=O)OCC4OC(n5cnc6c(N)ncnc65)C(F)C4OP(=O)(SCc4ccc(OC(=O)c5ccc(OCCCCCCCCCC)cc5)cc4)OCC4OC(n5ccc(=O)[nH]c5=O)C(F)C4O3)cc2)cc1 (centres undefined),111.7,89.7,97.9,98.1,78.8,101.6,102.9,89.9,106.4
C/C(=C\c1cc(C(F)(F)F)n(-c2ccc(N)cc2)n1)[C@@H]1C[C@@H]2O[C@]2(C)CCC[C@H](C)[C@H](O)[C@@H](C)C(=O)C(C)(C)[C@@H](O)CC(=O)O1,23.1,8.5*,3.2*,-18.5*,9.4*,-23.9*,6.5*,26.6,2.0*
O=[N+]([O-])c1cc(Cl)c(O)c(Cl)c1,108.3&100.5,102.1&94.9,101.6&98.4,109.8&107.8,98.3&102.4,106.4&117.9,102.6&108.8,94.5&84.6,102.1&112.8
CCOP(=O)(OCC)Oc1c(Cl)c(Cl)c(O)c(Cl)c1Cl,95.5,103.6,105.7,88.5,89.7,112.2,112.0,78.8,94.1
CC(C)OC(=S)S,103.4&91.6,104.3&93.7,97.8&103.5,98.4&105.4,101.4&99.6,114.1&104.4,110.1&110.9,93.0&90.8,75.3&98.8
Nc1ccc2c(c1)Cc1ccccc1-2,98.9,105.6,97.7,93.8,83.0,106.7,91.8,65.1,95.0
COc1cc2nc(Sc3cnc(N)s3)n(-c3ccccc3)c(=O)c2cc1OC,105.7,101.2,105.8,96.6,88.0,111.8,102.9,77.8,113.8
O=C1C=C(N2C3C4CCC(C4)C32)C(=O)C=C1c1ccccc1 (centres undefined),93.8,101.5,·,96.5,81.7,105.2,89.6,90.8,·
CCOP(=S)(NN=C1CCCCC1)OCC,101.5,104.2,·,95.8,82.1,108.3,100.3,74.2,98.4
O=[N+]([O-])c1c(Cl)cc(Cl)c([N+](=O)[O-])c1Cl,107.5,125.6,96.1,110.1,83.2,81.3,96.0,151.5,·
CCCCCCCCNC(c1ccc(Cl)cc1)C(O)c1ccc(Cl)cc1 (centres undefined),96.5,80.8,93.7,96.1,89.4,106.2,96.9,78.4,100.2
CN=CNc1ccc(C)cc1C,111.7,103.2,115.9,92.1,98.2,122.3,112.0,84.7,110.8

# Rewritten bar-delimited: part of the list above.
SMILES | SN12C | 786-0 | U251 | SF-539 | PC-3 | DU-145 | SF-268 | UO-31 | SF-295
CC1(C)N=C(N)N=C(N)N1c1ccc(OCCCCNC(=O)c2ccc(S(=O)(=O)F)cc2)c(Cl)c1 | 44.7 | 40.9 | 57.2 | 64.9 | 23.4 | 55.0 | 40.7 | 77.0 | ·
CCCCCCCCCCOc1ccc(C(=O)Oc2ccc(CSP3(=O)OCC4OC(n5cnc6c(N)ncnc65)C(F)C4OP(=O)(SCc4ccc(OC(=O)c5ccc(OCCCCCCCCCC)cc5)cc4)OCC4OC(n5ccc(=O)[nH]c5=O)C(F)C4O3)cc2)cc1 (centres undefined) | 111.7 | 89.7 | 97.9 | 98.1 | 78.8 | 101.6 | 102.9 | 89.9 | 106.4
C/C(=C\c1cc(C(F)(F)F)n(-c2ccc(N)cc2)n1)[C@@H]1C[C@@H]2O[C@]2(C)CCC[C@H](C)[C@H](O)[C@@H](C)C(=O)C(C)(C)[C@@H](O)CC(=O)O1 | 23.1 | 8.5* | 3.2* | -18.5* | 9.4* | -23.9* | 6.5* | 26.6 | 2.0*
O=[N+]([O-])c1cc(Cl)c(O)c(Cl)c1 | 108.3&100.5 | 102.1&94.9 | 101.6&98.4 | 109.8&107.8 | 98.3&102.4 | 106.4&117.9 | 102.6&108.8 | 94.5&84.6 | 102.1&112.8
CCOP(=O)(OCC)Oc1c(Cl)c(Cl)c(O)c(Cl)c1Cl | 95.5 | 103.6 | 105.7 | 88.5 | 89.7 | 112.2 | 112.0 | 78.8 | 94.1
CC(C)OC(=S)S | 103.4&91.6 | 104.3&93.7 | 97.8&103.5 | 98.4&105.4 | 101.4&99.6 | 114.1&104.4 | 110.1&110.9 | 93.0&90.8 | 75.3&98.8
Nc1ccc2c(c1)Cc1ccccc1-2 | 98.9 | 105.6 | 97.7 | 93.8 | 83.0 | 106.7 | 91.8 | 65.1 | 95.0

# Later entries
SMILES,SN12C,786-0,U251,SF-539,PC-3,DU-145,SF-268,UO-31,SF-295
C=CCNC(=S)Nc1ccc(OC(=O)Nc2ccc(Cl)c(Cl)c2)cc1,106.7,91.5,95.7,97.5,·,117.5,102.9,91.6,95.1
CC12CC[C@H](O)C=C1/C(=N/O)CC1C2CCC2(C)C1CC[C@@H]2O (some centres undefined),103.8,80.1,105.0,100.1,·,·,·,66.2,·
NC(=S)C(N)=S,98.4,·,107.0,109.7,96.5,120.3,103.4,·,119.6
COC(=O)C1CCC(NC(=O)c2csc([C@@H](C[C@H](C(C)C)N(C)C(=O)[C@@H](NC(=O)[C@H]3CCCCN3C)C(C)C)OC(C)=O)n2)CC1 (some centres undefined),28.7,13.0,3.0*,-10.1*,28.9,9.8*,22.6,60.8,2.5*
O=[N+]([O-])c1cccc(S(=O)(=O)F)c1,108.7,109.3,102.2,109.0,98.8,·,106.7,107.8,112.8
CCCCCCCCNP(=S)(NCCCCCCCC)NCCCCCCCC,98.3,99.9,·,103.7,95.5,102.5,103.1,92.4,103.7
CC(=O)OC1CC2(Cl)C(Cl)=C(Cl)C1(Cl)C2(Cl)Cl (centres undefined),104.2,107.7,98.2,109.1,89.1,·,105.5,83.2,99.5
C[C@]12CC[C@H]3[C@@H](C[C@@H]4SC(Nc5ccccc5[N+](=O)[O-])=N[C@@]45CC(=O)CC[C@]35C)[C@@H]1CCC2=O,100.8,108.6,101.4,92.3,90.4,94.8,99.8,90.5,100.0
CN[C@]1(c2ccccc2Cl)CCCC[C@@H]1NCCCN1CCN(C)CC1,95.3,86.2,97.8,95.6,90.9,101.5,88.6,61.6,102.4
CCCCCC1(C(C)C)C(=O)NC(=S)NC1=O,98.8,106.3,99.5,98.7,90.7,103.2,96.4,88.4,101.1
O=C(/C=C/c1ccc(Cl)cc1)c1nc2ccccc2n1Cc1ccc(F)cc1,19.7,5.1*,-62.8*,-41.7*,19.5,37.6,39.9,31.4,50.7
C[C@]12CC[C@@H]3c4ccc(OC(=O)Cc5ccc(N(CCCl)CCCl)cc5)cc4CC[C@H]3[C@@H]1CC[C@@H]2OC(=O)Cc1ccc(N(CCCl)CCCl)cc1,92.3,110.1,107.2,103.3,84.8,103.4,108.2,82.7,102.6
Nc1cccc(P(N)(N)=O)c1,109.3,108.3,105.1,109.7,101.9,111.5,102.1,101.0,113.0
CCOC(=O)c1cnc(N2CC2)nc1N,100.4&104.0,107.3&107.2,98.8&101.9,100.5&98.8,85.9&102.9,110.5&110.9,106.3&101.9,90.5&103.6,96.8&106.2
CC[C@H](/C=C/[C@@H](C)[C@H]1CC[C@@H]2[C@]1(C)CC[C@H]1[C@]23C=C[C@]2(C[C@@H](O)CC[C@]12C)OO3)C(C)C,88.6,104.2,91.0,100.6,82.2,101.7,98.7,74.9,100.1
O=C(Nc1ccncc1F)c1cn(CC2CC2)c2ccccc12,102.0,97.6,98.4,110.4,97.6,113.7,104.8,93.9,100.2
c1ccc2c(NCCCCCCNc3c4c(nc5ccccc35)CCCC4)c3c(nc2c1)CCCC3,73.3,71.8,73.1,89.5,44.0,97.6,87.9,63.0,75.3
C[C@]12CC[C@H]3[C@@H](C[C@@H]4SC(Nc5ccccc5)=N[C@@]45CC(O)CC[C@]35C)[C@@H]1CCC2O (some centres undefined),10.1,-49.7*,-30.1*,-34.3*,39.2,14.2,9.7*,26.1,7.4*
Oc1ccc(C(Cc2ccccc2)N2CCCCC2)cc1 (centres undefined),104.1,103.0,105.2,103.1,95.0,107.8,102.2,82.5,87.3
COc1cc(NCCCCCN=C(N)N)c2ncccc2c1,7.6*,86.3,28.1,23.8,23.4,103.3,3.3*,83.9,61.1
CSc1cccc(NP2(=O)OCC(C)([N+](=O)[O-])CO2)c1 (centres undefined),101.8,101.2,100.3,104.3,97.5,108.8,94.7,80.2,102.7
C=CCOC(=O)C1C(C(=O)O)C2(Cl)C(Cl)=C(Cl)C1(Cl)C2(Cl)Cl (centres undefined),97.7,115.7,92.8,93.3,78.5,105.9,98.1,80.8,74.9
CCCCCCCC/C=C\CCCCCCCC(=O)Nc1ccccc1,100.1,105.6,·,108.2,94.9,109.7,105.8,84.6,92.3
O=C1CNC(c2cccnc2)N1O (centres undefined),100.4,98.3,102.1,105.1,93.9,118.7,112.1,79.5,92.3
Oc1c(Cl)c(Cl)c(Cl)c(Cl)c1Cl (tested in a mixture with another compound),100.0,108.4,93.8,117.7,86.5,115.2,116.3,86.8,107.1
# (cont.)
SMILES,SN12C,786-0,U251,SF-539,PC-3,DU-145,SF-268,UO-31,SF-295
NC(N)=NNC=O,110.3,107.1,100.7,100.2,98.1,111.8,104.7,98.6,93.3
NC(CCSCc1ccc(N(CCCl)CCCl)cc1)C(=O)O (centres undefined),102.2,106.8,100.5,97.3,89.7,113.6,102.9,77.3,102.7
CC[C@]12C=CCN3CC[C@@]4(c5ccc(OC)cc5N(C)[C@H]4[C@@](O)(C(=O)OC)[C@@H]1OC(=O)CCC[P+](c1ccc(F)cc1)(c1ccc(F)cc1)c1ccc(F)cc1)[C@@H]32,16.6,80.9,18.5,24.2,16.7,47.7,42.3,81.5,85.0
C[C@]12CCC3[C@@H](C[C@@H]4SC(Nc5ccccc5)=N[C@@]45CC(=O)CC[C@]35C)[C@@H]1CCC2=O (some centres undefined),-8.8*,-45.0*,-82.4*,-44.8*,-16.1*,-14.7*,27.0,-89.0*,24.2
NC(=O)c1cc([N+](=O)[O-])c(Cl)c([N+](=O)[O-])c1,100.2,91.2,69.4,98.1,62.2,65.5,101.3,·,114.7
CC(C)=CC1C(C(=O)OCc2ccc(C)cc2C)C1(C)C (centres undefined),99.1,98.2,94.7,101.1,93.1,·,105.5,88.2,98.1
COc1cc(/C=C/[N+](=O)[O-])c([N+](=O)[O-])cc1OC,22.0,-30.7*,15.7,-32.4*,51.5,38.6,48.3,-49.5*,107.1
CCCCOc1nc2c(C)cccc2cc1C(c1c(O)c2ccccc2oc1=O)c1cn(CCCC)c2ccccc12 (centres undefined),79.1,97.8,77.3,100.9,64.8,105.6,84.9,73.2,68.0
C/C=C(\CC)C1(CCC)C(=O)NC(=S)NC1=O,93.2,114.4,103.3,89.8,92.8,103.6,100.8,87.5,92.7
S=P(NCCS)(N1CC1)N1CC1,104.1,111.3,101.4,104.0,93.1,119.9,114.3,71.2,102.6
CS(=O)(=O)Oc1ccc([N+](=O)[O-])cc1[N+](=O)[O-],96.8,97.9,88.7,103.0,76.8,107.0,107.2,89.5,105.6
COc1ccc(C(=O)CC(c2ccc3c(c2)OCO3)c2c(O)c3ccccc3oc2=O)cc1OC (centres undefined),102.3&107.9,97.2&102.2,101.7&96.7,97.8&98.7,97.3&104.6,111.3&108.4,105.9&77.6,82.3&88.0,120.3&109.6
NC(=O)c1[nH]cnc1NN=NCCF,100.3,96.5,102.1,98.8,96.6,68.7,95.2,67.8,82.5
C=C[C@H]1CN2CC[C@H]1C[C@@H]2[C@@H](OC(=O)OCC)c1ccnc2ccc(OC)cc12,107.1,107.8,96.3,98.5,96.4,116.6,111.7,82.0,88.7
CC(=O)C(C#N)c1ccccc1 (centres undefined),106.0,103.3,102.8,100.0,79.7,118.1,119.3,78.3,112.0
NNC(=O)NNC(N)=O,101.7,102.6,96.6,100.8,99.4,109.8,103.9,89.2,100.8
c1ccc2c(c1)C1c3cccc[n+]3C2CC1n1c2ccccc2c2ccccc21 (centres undefined),93.5,102.8,100.6,102.8,104.1,115.3,118.4,76.0,90.3
C[C@]12C=CC(=O)C[C@@H]1CC[C@@H]1[C@@H]2C(=O)C[C@]2(C)C(=O)CC[C@@H]12,104.6,104.4,92.0,111.3,93.7,103.1,94.8,82.0,100.6

# Screening results deposited in PubChem BioAssay by NCI.
